Source: PubChem
M. tuberculosis: growth inhibition of non-replicating M. tuberculosis (AID 488890). Mycobacterium tuberculosis non-replicating, growth inhibition; higher % means a stronger effect. inhibition, % at 25 µM; hits with a dose series show IC50 in µM. hit rate 0.39% among 320,000; in the data active = a potency from the dose series; inconclusive = inhibition mostly from about 82% at the one dose, without a potency; inactive = the rest, 99 in 100 with inhibition below about 76%;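 note: plate controls were DMSO cells for no effect and high antibiotic wells for full effect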
inhibitors of VEEV: inhibitors of VEEV TC-83 cytopathic effect, confirmation, Vero cells (AID 588727). hit rate 0.13% among 350,000. inhibition, % at 20 µM; hits with a dose series show IC50 in µM. Vero cells, VEEV TC-83 cytopathic effect inhibition; higher % means a stronger effect; in the data active = a potency from the dose series; inconclusive = inhibition mostly from about 14% at the one dose, without a potency; inactive = the rest, 99 in 100 with inhibition below about 12%; note: strong numbers were not always called active
influenza NS1A: H1N1 influenza NS1A inhibitors, functional cell based assay (AID 504329); inhibition, % at 12.5 µM; hits with a dose series show IC50 in µM; hit rate 0.3% among 340,000; NS1A functional cell-based assay, percent inhibition; higher % means a stronger effect; in the data active = a potency from the dose series; inconclusive = inhibition above about 27% without an active follow-up result; note: strong numbers were not always called active
H37Rv inhibition: M. tuberculosis growth inhibition, HTS (AID 449762) | hit rate 0.59% among 330,000 | inhibition, % at 25 µM, or IC50 in µM where a hit was titrated | M. tuberculosis H37Rv growth inhibition, 7H9 media; higher % means a stronger effect; in the data active = a potency from the dose series; inconclusive = inhibition above about 70% without an active follow-up result;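 note: bacterial growth assessed after seven days of incubation; strong numbers were not always called active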
PhoP GFP inhibition: Inhibition of PhoP regulon, Salmonella typhi GFP reporter cells, confirmation, 4 h (AID 1850); Salmonella Typhi PhoP-promoter GFP reporter, fluorescence, 4 h; higher % means a stronger effect; inhibition, % at 50 µM, or IC50 in µM where a hit was titrated; hit rate 0.33% among 310,000; in the data active = a potency from the dose series; inconclusive = inhibition mostly from about 25% at the one dose, without a potency; inactive = the rest, 99 in 100 with inhibition below about 19%;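 note: 0% = induced wells with vehicle and 100% = uninduced wells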
inhibitors of VEEV 10K pilot screen: recorded beside inhibitors of VEEV, whose call it bears; inhibition, %; measured here: 10K pilot screen inhibition
Starred values were filed as active, the others as inactive; & = joins results of further samples.

O=C(CCNS(=O)(=O)c1ccc(Br)cc1)NNC(=O)C1COc2ccccc2O1 (stereo not given) was read as M. tuberculosis -6%, inhibitors of VEEV inactive, influenza NS1A -13% and H37Rv inhibition -13%.
CCN(CC)S(=O)(=O)c1cccc(NC(=O)CN2C(=O)c3ccc([N+](=O)[O-])cc3C2=O)c1 was read as M. tuberculosis -10%, inhibitors of VEEV 0.2%, influenza NS1A 3%, H37Rv inhibition 1% and PhoP GFP inhibition -10%.
Screening CC(=O)N1c2ccccc2C(CBr)=CC1(C)C returned M. tuberculosis 3%, inhibitors of VEEV 2.1%, influenza NS1A -1%, H37Rv inhibition -13% and PhoP GFP inhibition 16%.
For COCCN1C(=O)N[C@@H](c2cccc(C(F)(F)F)c2)C(C(=O)OC)=C1C the results were M. tuberculosis 0%, inhibitors of VEEV inactive, influenza NS1A 2%, H37Rv inhibition 3%, PhoP GFP inhibition -3% and inhibitors of VEEV 10K pilot screen 0.5.
`COc1ccccc1NC(=O)C1=C(C)Nc2nnnn2C1c1cc(Br)ccc1OC` (stereo not given) gave M. tuberculosis 25%, inhibitors of VEEV 0.7%, influenza NS1A -1%, H37Rv inhibition -6% and PhoP GFP inhibition -8%&-5%.
For CCc1ccccc1Nc1nc(N)nc(CSc2nnc3ccccn23)n1 the results were M. tuberculosis 18%, inhibitors of VEEV inactive, influenza NS1A 6%, H37Rv inhibition -2% and PhoP GFP inhibition -2%.
COc1ccc(CCNC(=O)C2CCN(S(=O)(=O)c3c(C)noc3C)CC2)cc1OC was read as M. tuberculosis 5%, inhibitors of VEEV inactive, influenza NS1A 3%, H37Rv inhibition -1% and PhoP GFP inhibition 4%.
Screening O=C1OCCN1C(=O)[C@H]1[C@H](c2ccc(Cl)cc2)C(c2cccc(Cl)c2)=NN1c1ccc(Br)cc1 returned inhibitors of VEEV 1.1% and influenza NS1A -31%.
Cc1csc(NC(=O)CCn2c(=O)oc3ccccc32)n1 was read as M. tuberculosis -5%, inhibitors of VEEV 2.1%, influenza NS1A 0%, H37Rv inhibition -4% and PhoP GFP inhibition 1%.
For CCC(NC(=O)Nn1cnnc1)(C(F)(F)F)C(F)(F)F the results were M. tuberculosis 5%, inhibitors of VEEV 6.4%, influenza NS1A -5%, H37Rv inhibition 4% and PhoP GFP inhibition -7%.

Of the compounds above, these have sulfur:
O=C(CCNS(=O)(=O)c1ccc(Br)cc1)NNC(=O)C1COc2ccccc2O1 (stereo not given) was read as M. tuberculosis -6%, inhibitors of VEEV inactive, influenza NS1A -13% and H37Rv inhibition -13%.
CCN(CC)S(=O)(=O)c1cccc(NC(=O)CN2C(=O)c3ccc([N+](=O)[O-])cc3C2=O)c1 was read as M. tuberculosis -10%, inhibitors of VEEV 0.2%, influenza NS1A 3%, H37Rv inhibition 1% and PhoP GFP inhibition -10%.
For CCc1ccccc1Nc1nc(N)nc(CSc2nnc3ccccn23)n1 the results were M. tuberculosis 18%, inhibitors of VEEV inactive, influenza NS1A 6%, H37Rv inhibition -2% and PhoP GFP inhibition -2%.
COc1ccc(CCNC(=O)C2CCN(S(=O)(=O)c3c(C)noc3C)CC2)cc1OC was read as M. tuberculosis 5%, inhibitors of VEEV inactive, influenza NS1A 3%, H37Rv inhibition -1% and PhoP GFP inhibition 4%.
Cc1csc(NC(=O)CCn2c(=O)oc3ccccc32)n1 was read as M. tuberculosis -5%, inhibitors of VEEV 2.1%, influenza NS1A 0%, H37Rv inhibition -4% and PhoP GFP inhibition 1%.

The listing continues.
`O=C(NC1CCSc2ccccc21)c1cc(S(=O)(=O)N2CCOCC2)ccc1F` (stereo not given) gave M. tuberculosis 5%, inhibitors of VEEV 7.9%, influenza NS1A -6%, H37Rv inhibition -1% and PhoP GFP inhibition -9%.
Screening COc1ccc(C(=O)CN2C(=O)c3ccccc3S2(=O)=O)cc1Br returned M. tuberculosis 9%, inhibitors of VEEV 4.3%, influenza NS1A -1%, H37Rv inhibition -2% and PhoP GFP inhibition -3%.
O=c1ccc(NS(=O)(=O)c2ccc(Cl)cc2)cn1Cc1ccc(Cl)c(Cl)c1 was read as M. tuberculosis 21%, inhibitors of VEEV 3.5%, influenza NS1A 15%, H37Rv inhibition 1% and PhoP GFP inhibition 10%.
`O=[N+]([O-])c1ccc(NC(c2ccccc2)c2ccc3cccnc3c2O)cc1` (stereo not given) gave inhibitors of VEEV >25µM* and influenza NS1A -13%.
For C[C@H](CO)N1C[C@H](C)[C@@H](CN(C)C(=O)Nc2ccccc2)Oc2c(NC(=O)Nc3ccc(C(F)(F)F)cc3)cccc2C1=O the results were M. tuberculosis 29%, inhibitors of VEEV 0.2%, influenza NS1A 2% and H37Rv inhibition 10%.
For COc1ccc(Cn2nc(-c3ccccc3)c(N3CCCCC3)cc2=O)cc1 the results were M. tuberculosis 18%, inhibitors of VEEV 4.4%, influenza NS1A 5%, H37Rv inhibition 16% and PhoP GFP inhibition -9%.
`CC(C)CSc1nnc(N)s1` gave M. tuberculosis 72%, inhibitors of VEEV 2.0%, influenza NS1A 4%, H37Rv inhibition inconclusive and PhoP GFP inhibition -7%.
Screening Cc1ccccc1C(=O)N/N=C/c1ccncc1 returned M. tuberculosis 5%, inhibitors of VEEV 2.9%, influenza NS1A 0%, H37Rv inhibition -16% and PhoP GFP inhibition 1%.
Cc1ccccc1S(=O)(=O)NC1OC(=O)C(Cl)=C1Cl (stereo not given) was read as M. tuberculosis 76%, inhibitors of VEEV inactive, influenza NS1A -7%, H37Rv inhibition 2% and PhoP GFP inhibition 9%.
Screening CCC(=O)Nc1ccc(N2CCN(CC)CC2)c(Cl)c1 returned M. tuberculosis 3%, inhibitors of VEEV 0.6%, influenza NS1A -16%, H37Rv inhibition -2% and PhoP GFP inhibition -4%.
`Cc1ccc(C(=O)NNC2CC(=O)N(c3ccc4c(c3)OCCO4)C2=O)cc1` (stereo not given) gave M. tuberculosis -3%, inhibitors of VEEV 1.5%, influenza NS1A -3%, H37Rv inhibition -1% and PhoP GFP inhibition -16%.
CC1CN=C(N(C(=S)Nc2ccccc2)c2cccc(C(F)(F)F)c2)S1 (stereo not given) was read as M. tuberculosis 54%, inhibitors of VEEV 0.3%, H37Rv inhibition -1% and PhoP GFP inhibition 7%.
Screening O=C(c1ccccc1-c1nc(-c2ccccc2)no1)N1CCCC1 returned M. tuberculosis -2%, inhibitors of VEEV 0.5%, influenza NS1A -4%, H37Rv inhibition -5% and PhoP GFP inhibition 5%.
CC[C@]12c3[nH]c4cc(CCC(=O)N(C)C)ccc4c3CCN1C(=O)[C@@H](CC(=O)NCCc1ccccn1)C[C@@H]2C(=O)N1CCN(C(=O)C2CC2)CC1 was read as inhibitors of VEEV 0.5% and influenza NS1A 18%.
`O=c1onc(-c2ccc(Cl)cc2)n1Cc1ccc(F)cc1` gave M. tuberculosis 12%, inhibitors of VEEV 0.3%, influenza NS1A -7%, H37Rv inhibition 9% and PhoP GFP inhibition 1%.
O=C(c1ccc(Cl)cc1)c1oc2ccccc2c1CS(=O)c1ccc(Cl)cc1 (stereo not given) was read as M. tuberculosis -8%, inhibitors of VEEV 1.1%, influenza NS1A 10%, H37Rv inhibition 0% and PhoP GFP inhibition -1%.
`O=C(/C=C/c1cccc([N+](=O)[O-])c1)N1CCN(Cc2ccc3c(c2)OCO3)CC1` gave M. tuberculosis 18%, inhibitors of VEEV inactive, influenza NS1A -4%, H37Rv inhibition 5% and PhoP GFP inhibition -10%.
For C[C@]12CC[C@H](O)CC1C(=O)CC1C2CC[C@@]2(C)C1CC[C@@H]2O (stereo not given in full) the results were M. tuberculosis 4%, inhibitors of VEEV 0.3%, influenza NS1A -6% and H37Rv inhibition -6%.
`O=c1[nH]c2ccccc2o1` gave M. tuberculosis -9%, inhibitors of VEEV 0.4%, influenza NS1A 8%, H37Rv inhibition -3% and PhoP GFP inhibition -7%.
`C[C@@H]1C(=O)O[C@@H]2[C@H](O)C34[C@@H]5OC(=O)C3(O[C@H]3OC(=O)[C@H](O)C34[C@H](C(C)(C)C)[C@H]5O)[C@@]12O` (stereo not given in full) gave M. tuberculosis -6%, inhibitors of VEEV 0.2%, influenza NS1A 3%, H37Rv inhibition -5% and PhoP GFP inhibition -23%.
For COc1cc(C(=S)N2CCOCC2)cc(OC)c1OS(=O)(=O)c1ccc(C)cc1 the results were M. tuberculosis 5%, inhibitors of VEEV inactive, influenza NS1A -3%, H37Rv inhibition 2% and PhoP GFP inhibition -7%.
`CC1(C)CC(NC(=O)CCc2nnc(CCCCc3ccccc3)o2)CCO1` (stereo not given) gave M. tuberculosis 11%, inhibitors of VEEV 0.4%, influenza NS1A -13%, H37Rv inhibition 4% and PhoP GFP inhibition -5%.
CCN1CCN(C(=S)c2ccc([N+](=O)[O-])cc2)CC1 was read as M. tuberculosis 0%, inhibitors of VEEV inactive, influenza NS1A 6%, H37Rv inhibition -5% and PhoP GFP inhibition -8%.
`Cc1ccc(C)c(NC(=O)C2CC=CCC2C(=O)O)c1` (stereo not given) gave M. tuberculosis -8%, inhibitors of VEEV 8.2%, influenza NS1A -4%, H37Rv inhibition 2% and PhoP GFP inhibition -8%.
COc1cc(S(=O)(=O)Nc2ccccn2)ccc1F was read as M. tuberculosis -14%, inhibitors of VEEV inactive, influenza NS1A -8%, H37Rv inhibition -6% and PhoP GFP inhibition -2%.
COP(=O)(CC(=O)O)c1ccccc1 (stereo not given) was read as M. tuberculosis -8%, inhibitors of VEEV 1.3%, influenza NS1A -2%, H37Rv inhibition -7% and PhoP GFP inhibition -1%.
For C[C@H](NC(=O)c1[nH]cnc1C(=O)Nc1ccon1)c1ccccc1 the results were M. tuberculosis 28%, inhibitors of VEEV 3.1%, influenza NS1A 1%, H37Rv inhibition 0% and inhibitors of VEEV 10K pilot screen 7.7.
O=C1CC(c2ccccc2)CN1C(=O)c1cccnc1 (stereo not given) was read as M. tuberculosis -5%, inhibitors of VEEV inactive, influenza NS1A -5%, H37Rv inhibition -8% and PhoP GFP inhibition 1%.
O=C(Nc1ccccc1)c1ccc(S(=O)(=O)N2CCCC2)cc1 was read as M. tuberculosis 12%, inhibitors of VEEV 5.2%, influenza NS1A 23%, H37Rv inhibition -20% and PhoP GFP inhibition 2%.
COc1cccc(CNC(=O)C2CCN(S(=O)(=O)N3CC(C)CC(C)C3)CC2)c1 (stereo not given) was read as M. tuberculosis 12%, inhibitors of VEEV inactive, influenza NS1A -5%, H37Rv inhibition 0% and PhoP GFP inhibition -1%.

Entries from the list above containing a COOH group, in the order listed:
`Cc1ccc(C)c(NC(=O)C2CC=CCC2C(=O)O)c1` (stereo not given) gave M. tuberculosis -8%, inhibitors of VEEV 8.2%, influenza NS1A -4%, H37Rv inhibition 2% and PhoP GFP inhibition -8%.
COP(=O)(CC(=O)O)c1ccccc1 (stereo not given) was read as M. tuberculosis -8%, inhibitors of VEEV 1.3%, influenza NS1A -2%, H37Rv inhibition -7% and PhoP GFP inhibition -1%.

Next part
`O=C1CC(c2ccccc2)Oc2ccccc21` (stereo not given) gave inhibitors of VEEV 0.9% and influenza NS1A -2%.
`C=CCn1c(Cc2cccs2)nnc1SCC(=O)c1ccc2ccccc2c1` gave M. tuberculosis 15%, inhibitors of VEEV 4.2%, influenza NS1A -1%, H37Rv inhibition 2% and PhoP GFP inhibition -11%.
`NNC(=O)c1ccc(Cn2cc(Br)cn2)cc1` gave M. tuberculosis -5%, inhibitors of VEEV 0.3%, influenza NS1A 1%, H37Rv inhibition -7% and PhoP GFP inhibition 2%.
For O=S(=O)(c1ccc2c(c1)OCO2)N1CCN(c2nnnn2-c2ccccc2)CC1 the results were M. tuberculosis 12%, inhibitors of VEEV inactive, influenza NS1A -3%, H37Rv inhibition 1% and PhoP GFP inhibition 0%.
FC(F)(F)c1ccccc1/C=N/Nc1ccccn1 was read as M. tuberculosis 3%, inhibitors of VEEV 0.6%, influenza NS1A 6%, H37Rv inhibition 0% and PhoP GFP inhibition 6%.
Screening C=CCNS(=O)(=O)c1cccc2cc(C(=O)O)c(O)cc12 returned M. tuberculosis 8%, inhibitors of VEEV 5.0%, influenza NS1A 8%, H37Rv inhibition -5% and PhoP GFP inhibition -4%.
For CCN(C(=O)COC(=O)c1[nH]c(=O)[nH]c(=O)c1N)c1ccccc1 the results were M. tuberculosis -7%, inhibitors of VEEV 0.6%, influenza NS1A -8%, H37Rv inhibition -2% and PhoP GFP inhibition -2%.
